MazF activator – increases E. coli MazEF RNase cleavage of RNA; P0AE70; FAM/BHQ RNA-DNA oligo cleavage fluorescence, 5 h; activation, % at 20 µM; 350,000 compounds, 0.32% hits; AID 504720; in the data active = activation above about 50%
Rv3671c protease – inhibits the M. tuberculosis serine protease Rv3671c. P9WHR9. inhibition, % at 5.96 µM. 320,000 compounds, 0.048% hits; in the data active = inhibition above about 38%;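 note: extracellular domain of Rv3671c used as enzyme; 0% = enzyme with DMSO and 100% = no enzyme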
Target sequence (P9WHR9 whole entry, looked up, the tested form may be a part): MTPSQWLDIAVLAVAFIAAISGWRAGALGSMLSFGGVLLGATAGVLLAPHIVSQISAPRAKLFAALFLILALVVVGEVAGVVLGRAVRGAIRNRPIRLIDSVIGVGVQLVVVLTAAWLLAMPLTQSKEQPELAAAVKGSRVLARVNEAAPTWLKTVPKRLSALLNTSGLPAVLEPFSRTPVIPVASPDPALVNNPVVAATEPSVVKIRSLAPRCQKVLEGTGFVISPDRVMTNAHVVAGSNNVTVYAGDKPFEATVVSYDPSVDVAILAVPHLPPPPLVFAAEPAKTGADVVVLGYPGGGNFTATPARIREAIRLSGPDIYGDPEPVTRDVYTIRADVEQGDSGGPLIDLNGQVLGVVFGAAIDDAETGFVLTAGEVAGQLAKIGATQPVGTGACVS
Mtb FBA inh – inhibits M. tuberculosis FBA enzyme. 360,000 compounds, 2.3% hits. P9WQA3. inhibition, % at 1 µM. purified M. tuberculosis FBA, fluorescence read-out; in the data active = inhibition above about 27%;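 note: 0% = vehicle and 100% = reference inhibitor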
FadD28 binding – blocks FadD28 binding to the bisubstrate probe; fluorescence polarization; inhibition, % at 12.5 µM; 360,000 compounds, 0.22% hits; AID 588549; in the data active = inhibition above about 8.5%, passing the limit was not always enough; inconclusive = no clear call, values can overlap the other calls
VHR inh abs – blocks human VHR1 dual specificity phosphatase; inhibition, % at 13.3 µM; recombinant VHR phosphatase, pNPP absorbance; 290,000 compounds, 0.52% hits; P51452; AID 1654; in the data active = inhibition above about 50%; note: some compounds called inactive have numbers as strong as hits
Target sequence (P51452 whole entry, looked up): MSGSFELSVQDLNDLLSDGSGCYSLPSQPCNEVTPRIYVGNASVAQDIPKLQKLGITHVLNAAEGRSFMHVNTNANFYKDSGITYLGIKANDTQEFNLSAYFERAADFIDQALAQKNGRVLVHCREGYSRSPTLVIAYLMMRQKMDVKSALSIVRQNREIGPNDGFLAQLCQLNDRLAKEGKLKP
Mtb UGM inh – Mtb UDP-galactopyranose mutase inhibition. P9WIQ1. purified UGM, fluorescence polarization probe displacement. inhibition, % at 10 µM. 320,000 compounds, 0.06% hits. AID 504406; in the data active = inhibition above about 10%, passing the limit was not always enough; inconclusive = no clear call, values can overlap the other calls
Target sequence (P9WIQ1 whole entry, looked up): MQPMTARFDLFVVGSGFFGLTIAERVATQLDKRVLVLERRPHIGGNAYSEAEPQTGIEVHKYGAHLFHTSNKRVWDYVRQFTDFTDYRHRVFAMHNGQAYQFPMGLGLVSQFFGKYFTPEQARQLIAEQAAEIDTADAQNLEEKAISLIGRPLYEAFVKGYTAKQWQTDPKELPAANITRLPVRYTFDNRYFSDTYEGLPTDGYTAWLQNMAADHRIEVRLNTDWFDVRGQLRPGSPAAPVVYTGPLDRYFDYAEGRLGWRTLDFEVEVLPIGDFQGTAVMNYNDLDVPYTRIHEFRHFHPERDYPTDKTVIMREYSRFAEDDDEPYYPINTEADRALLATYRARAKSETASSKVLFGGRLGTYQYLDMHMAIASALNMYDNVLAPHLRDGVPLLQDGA
BioA inh – BioA (M. tuberculosis) enzyme inhibition; 360,000 compounds, 0.096% hits; inhibition, % at 9.99 µM; AID 602481; purified M. tuberculosis BioA enzyme, plate reader; in the data active = inhibition above about 40%; inconclusive = no clear call, values can overlap the other calls
GDH-TPI counter – counter-screen for M. tuberculosis FBA inhibitors: GDH-TPI coupled enzymes; inhibition, % at 4.8 µM; 360,000 compounds, 1.2% hits; AID 588335; GDH-TPI coupled enzyme counterscreen, NADH absorbance;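 note: 0% = DMSO wells and 100% = wells lacking the enzyme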
CCHF vOTU inh – blocks the CCHF virus ovarian tumor domain protease | CCHFV vOTU protease, Pep-AMC fluorescence | inhibition, % at 11.5 µM | 370,000 compounds, 0.55% hits | AID 651958; note: 0% = vehicle wells with enzyme and 100% = no enzyme wells
BoNT F protease – BoNT F light chain protease inhibition | Multiplex microsphere protease cleavage assay, flow cytometry | AID 588497 | inhibition, % at 10 µM | 360,000 compounds, 0.22% hits; in the data active = inhibition above about 35%, passing the limit was not always enough; inconclusive = no clear call, values can overlap the other calls; note: plate controls were buffer without enzyme for full effect and enzyme alone for no effect
Numbers without * were called inactive; u = inconclusive; x = not tested or not shown; + = active, no number; & = joins results of further samples. Cut-off read from the data, not from the text of the source, unless noted: active = inhibition above about 30%; inactive = the rest. Rows are unselected (roughly 4.9% active in at least one column).

SMILES	MazF activator	Rv3671c protease	Mtb FBA inh	FadD28 binding	VHR inh abs	Mtb UGM inh	BioA inh	GDH-TPI counter	CCHF vOTU inh	BoNT F protease
O=c1[nH]c2ccccc2n1C1CCN(C(c2nnnn2C2CCCCC2)C2CC2)CC1 (stereo not drawn)	x	x	1	-1.8	x	x	-1.5	x	5	14
Cc1ccc(NCc2nnc(SCC(=O)Nc3cc(C)on3)n2C)cc1	-5	-6	4	-1.5	9	-0.3	2.1	11	14	-31
C/C(=C\c1cccc(Br)c1)C(=O)c1c(C)cc(C)[nH]c1=O	2	-9	0	-3.6	x	-2.7	-5.8	-3	-5	-6
C#Cc1ccc([C@H]2C=C(C(=O)OCC=C)O[C@@H](OCCCCO)C2)cc1	2	-2	5	-2.3	x	0.5	0.4	13	-4	13
CSc1nc(Oc2ccc3ccccc3c2)c2ccccc2n1	5	-6	2	-1.4	27	-2.0	0.5	3	8	4
NS(=O)(=O)c1ccc(CCNC(=O)c2nc(CS(=O)(=O)c3ccc(Cl)cc3)no2)cc1	1	10	5	-2.4	3	0.6	2.7	2	0	2
O=c1cc(CN2CCN(c3ccccc3F)CC2)c2cc3c(cc2o1)CCCC3	-11	-5	-3	-1.3	17	2.9	1.8	-1	-2	-16
O=C(O)c1cc(S(=O)(=O)NCCOc2ccccc2)ccc1Cl	6	-7	-1	-4.4	x	4.0	0.0	-1	-12	1
COC(=O)c1ccccc1NC(=O)N1CCN(S(=O)(=O)c2ccc(Cl)cc2)CC1	-6	-6	-1	-1.1	-12	1.3	-1.3	7	9	2
COc1ccc(CNc2nc3c(c(=O)n(Cc4ccc(F)cc4)c(=O)n3C)n2C)cc1	-4	6	0	0.1	7	0.3	0.8	7	-6	-1
COc1ccc(C(O)c2nc(-c3ccc(OC)nc3)cs2)cc1 (stereo not drawn)	x	x	2	0.2	x	x	2.1	14	2	-13
COc1ccc(C(=O)Nc2cc(C(=O)c3ccccc3)c(C)oc2=O)cc1	4	-12	-2	-1.6	19	-1.1	1.7	3	-7	5
O=C(NCC(=O)N1CC(O)CC1C(=O)N1CC(O)CC1C(=O)OCc1ccccc1)OCc1ccccc1 (stereo not drawn)	10	-1	0	-1.6	5	3.6	x	-1	12	-4
O=[N+]([O-])c1cc(-c2csc(NC(CO)c3nc4ccccc4n3CCOCCO)n2)ccc1Cl (stereo not drawn)	7	10	4	0.1	x	-0.2	1.8	5	-5	4
C[C@@H]1CN([C@@H](C)CO)C(=O)CCCn2nncc2CO[C@H]1CN(C)C(=O)Oc1ccccc1	6	x	-1	-0.6	x	x	-1.5&3.7&-3.2	1	-11	-4

Next section, overlapping the part above by 3 compounds.
SMILES	MazF activator	Rv3671c protease	Mtb FBA inh	FadD28 binding	VHR inh abs	Mtb UGM inh	BioA inh	GDH-TPI counter	CCHF vOTU inh	BoNT F protease
O=C(NCC(=O)N1CC(O)CC1C(=O)N1CC(O)CC1C(=O)OCc1ccccc1)OCc1ccccc1 (stereo not drawn)	10	-1	0	-1.6	5	3.6	x	-1	12	-4
O=[N+]([O-])c1cc(-c2csc(NC(CO)c3nc4ccccc4n3CCOCCO)n2)ccc1Cl (stereo not drawn)	7	10	4	0.1	x	-0.2	1.8	5	-5	4
C[C@@H]1CN([C@@H](C)CO)C(=O)CCCn2nncc2CO[C@H]1CN(C)C(=O)Oc1ccccc1	6	x	-1	-0.6	x	x	-1.5&3.7&-3.2	1	-11	-4
O=C1CSC(=S)N1c1ccc(O)cc1	3	-8	1	-2.5	1	0.4	-1.1	10	-5	x
O=C(Nc1cc(C(F)(F)F)ccc1Cl)c1ccc(NC(=O)C(F)(F)F)cc1	-16	-11	1	-2.2	5	-1.9	x	9	-5	27
O=C(Cc1ccccc1)NCC1CCCO1 (stereo not drawn)	8	1	2	-2.1	27	-0.5	-2.6	3	1	-3
Cc1ccc(S(=O)(=O)N(C)c2ccc(OC(C)C(=O)N3CCCC3)cc2)cc1C (stereo not drawn)	3	6	-1	-1.3	x	-1.3	0.1	-12	3	-8
COC(=O)C(=NNc1c(C)n(C)n(-c2ccccc2)c1=O)C(=O)OC	-6	-2	-2	1.3	6	-1.0	5.3	17	-4	-1
COC(=O)c1ccc(S(=O)(=O)N2CCN(CCO)CC2)n1C	3	7	2	-0.9	29	-2.8	-3.3	6	-13	x
O=C(NCC1CCCO1)c1cccc(Br)c1 (stereo not drawn)	-5	-1	1	0.1	23	1.0	x	8	-4	-2
Cc1cc(NC(=O)Cn2cnc3c(nnn3-c3ccc(C)c(Cl)c3)c2=O)no1	22	0	-9	-2.2	14	-1.6	x	-9	0	-4
CN(C)C(CNC(=O)c1ccc2nccnc2c1)c1ccco1 (stereo not drawn)	1	2	-1	-0.4	x	2.4	0.2	11	5	-37
O=c1c(Cc2ccccc2)c(O)ccn1CCc1cnc[nH]1	0	5	-1	-1.6	16	0.5	x	3	-5	-12
COc1cccc([C@@H]2Oc3ccc(OC)cc3C(=O)[C@H]2O)c1	7	-1	6	-0.3	-4	2.5	1.3	10	x	1
O=C(O)COc1c(-c2ccccc2)oc2ccccc2c1=O	0	3	2	-0.7	15	-1.4	9.0	10	8	-2
CC(C)S(=O)(=O)N1CCN(c2ccnc3cc(Cl)ccc23)CC1	-4	-10	7	-1.0	40	-1.5	2.1	3	11	x
Nn1c(SCC(=O)N2CCCCC2)nnc1-c1ccncc1	2	-13	3	0.5	20	1.5	0.5	5	6	0
CCc1ccc(C=NC23CN4CN(CN(C4)C2)C3)s1	5	-2	1	0.2	6	-3.0	x	21	-11	-7
COc1ccc(/C=C/C(=O)OCC(=O)c2c(N)n(C)c(=O)n(C)c2=O)c(OC)c1	3	-2	2	-1.2	1	1.4	-1.7	5	-3	-2
Cc1cc(Cl)c(OCCOCCN2CCCCC2)c(Br)c1	10	0	3	1.5	3	x	x	6	-9	4
COc1ccc(/C=C(/NC(=O)c2ccccc2)C(=O)NC(Cc2c[nH]c3ccccc23)C(=O)O)cc1 (stereo not drawn)	4	x	1	1.0	-6	0.0	-2.7	16	8	-11
c1ccc(-n2nnnc2-c2cnc(-c3ccncc3)nc2-c2cccs2)cc1	0	-10	-4	-4.9	-1	0.2	-0.2	6	-5	-16
CCCCn1nnnc1C(CCSC)N1CCC2(CC1)C(=O)NCN2c1ccccc1 (stereo not drawn)	x	x	-1	-1.7	x	x	7.8	x	9	-3
COc1cc2cc(C(=O)N[C@@H](Cc3ccccc3)C(=O)O)n(C)c2c(OC)c1OC	-18	6	15	-3.3	26	3.0	1.7	10	11	18
Nc1nc(SCC(=O)Nc2ccc(Cl)c([N+](=O)[O-])c2)n[nH]1	3	2	-2	-2.4	x	1.4	-0.8	1	3	-9
CC(=O)NC1C(Oc2ccc3c(C)cc(=O)oc3c2)OC(COC(C)=O)C(OC(C)=O)C1OC(C)=O (stereo not drawn)	0	6	6	-1.7	12	0.6	x	20	7	2
COc1cccc(Oc2c(C)oc3cc(OC(=O)N(C)C)ccc3c2=O)c1	0	-7	-1	-0.5	-11	1.6	-1.3	10	-10	10
CC(C)(C)C(=O)OC/C(N)=N/OC(=O)c1ccc(Cl)cc1	1	0	-6	-5.1	6	-1.1	0.4	-16	-12	u
Cc1ccc(-c2cnc(-c3ccncc3)o2)cc1	5	-4	+	-2.5	27	2.3	-3.2	19	-236	0
Cc1ccc(-n2[nH]c(C)c(/C=N/NC(=O)c3ccc([N+](=O)[O-])cc3)c2=O)c(C)c1	x	15	0	-0.5	11	1.6	x	6	7	-5
O=S(=O)(CCNCc1cccs1)c1ccc(Cl)cc1	0	4	3	-1.5	-2	-0.2	-2.3	-6	-1	x
Cc1cc2nnc(SCC(=O)N3CCCCC3)n2c(N)n1	8	0	-1	-3.1	14	1.2	x	1	-12	-5
Cc1ccc2c(c1)N(C(=O)CCC(=O)N1CCC(C(N)=O)CC1)CC(C)O2 (stereo not drawn)	-5	5	3	-0.6	6	0.8	-1.1	4	-3	-4
O=C(CNC(=S)N(CCCN1CCOCC1)Cc1cccs1)NC1CC1	0	1	0	0.7	-13	-0.1	-1.1	4	3	-3
Cc1n[nH]c2ccccc2c1=O	13	x	-3	-3.7	x	x	-0.4	23	-5	-5
O=c1oc2ccccc2cc1-c1csc(Nc2nc3c(F)cccc3s2)n1	3	-13	-1	0.2	0	3.1	-0.1	3	-15	3
CCn1nc(C(=O)OCc2c(C)noc2C)c2ccccc2c1=O	6	3	0	-1.9	-7	0.1	-0.3	7	-12	-14
CCn1ccnc1CN1CCCC(C(=O)c2cc(F)ccc2OC)C1 (stereo not drawn)	12	5	0	-1.8	22	0.5	0.3	0	-5	-2
Cc1ccccc1CNC(=O)CCCC(=O)n1nc(C)c2ccccc21	-7	2	-2	-0.2	44	-0.1	-1.2	11	8	0
O=C(O)CSc1nc2sc3c(c2c(=O)n1Cc1ccccc1)CCCCC3	-1	-5	0	-0.2	-2	0.2	3.3	2	11	14
O=C(CCNC(=O)c1ccco1)Nc1ccc(Cl)c(C(F)(F)F)c1	3	4	1	-3.3	-17	0.0	-1.3	-3	-12	4
COC(=O)c1cc(=O)nc2sc(-c3cccs3)nn12	14	-2	35*	-2.9	0	-3.3	-1.7	29	-14	-3
Cc1ccc(CSc2ccc3nnc(-c4ccccn4)n3n2)cc1	0	2	1	-4.0	19	1.1	x	-5	5	3
Nc1nc(SCc2nc3sc4c(c3c(=O)[nH]2)CCCC4)n[nH]1	2	-9	1	-0.8	-7	-1.9	0.0	1	4	-13
Cc1ccc(NC(=O)c2ccc3c(c2)nnn3C)cc1	-12	-4	0	-4.0	2	-2.9	x	0	14	-3
O=C(COC(=O)COc1ccc(Cl)cc1)NC1CCS(=O)(=O)C1 (stereo not drawn)	3	9	3	-0.9	x	x	-1.7	-2	10	9
COc1ccc(CCNC(=O)c2ccccc2OCc2c(C)noc2C)cc1	1	-6	8	-1.1	x	-0.4	0.9	6	0	-8
Cn1nnnc1SCC(=O)Nc1ccc(C(=O)N2CCN(Cc3ccccc3F)CC2)cc1	3	-3	-1	-2.1	x	-1.5	-1.1	-2	-14	-8
CC(C)(Cc1ccccc1)/[N+]([O-])=C\c1ccccc1	8	-5	3	-0.3	x	0.6	-1.5	-6	-5	-4
Cn1cc([N+](=O)[O-])c(C(=O)N/N=C/c2cc3c(cc2Br)OCO3)n1	10	-4	1	-2.6	7	6.7	0.4	21	-6	-6
CCOC(=O)C1CCN(Cc2nc(-c3ccc(OC)c(OC)c3)no2)CC1	2	2	1	-0.6	10	1.1	0.5	2	-1	12
CCOC(=O)C1CCCN(C(=S)Nc2ccc(S(=O)(=O)N3CCOCC3)cc2)C1 (stereo not drawn)	1	6	-2	-3.0	x	4.6	3.5	2	-8	-2
CCCCCCCC(=O)OC(CN1CCCCCC1)CN1CCCC1=O (stereo not drawn)	1	2	0	-0.4	13	0.5	x	4	-4	0
CC(=O)Oc1ccc(C(=O)Nc2ccc(S(=O)(=O)NCC3CCCO3)cc2)cc1 (stereo not drawn)	7	-10	1	-2.9	7	2.1	-1.0	-1	11	0
CCOC(=O)C1(C)CCCN(C(=O)c2cc(C)oc2C)C1 (stereo not drawn)	x	x	-4	-2.8	x	x	0.7	-5	14	-2
O=C(NCCc1ccccc1)C1CCCN1C(=O)Nc1ccc(Cl)cc1 (stereo not drawn)	7	0	-1	-5.8	53*	-0.1	0.5	-10	-8	-17
CN(C)S(=O)(=O)c1ccc(Cl)c(NC(=O)CSc2nc3c(cc2C#N)C(=O)CC(C)(C)C3)c1	9	-9	-1	-0.8	5	0.6	-0.6	3	-9	2
Cc1ccc(C(=O)NC(=C(Cl)Cl)S(=O)(=O)c2ccc(Cl)cc2)cc1	-1	-9	7	-4.9	20	0.8	x	3	0	-2

Screening data from PubChem BioAssay.
